Cardio protect: protects H9c2 cardiomyocytes from peroxide injury. H2O2 injury protection, ATPLite, 2 h. protection from H2O2 cell death, % at 20 µM. AID 588492. 360,000 compounds, 0.63% hits;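 active means compounds giving at least 50% protection of heart cells from peroxide-induced death in the single-dose screen, raw or plate-pattern-corrected value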;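 further: 0% = DMSO wells with peroxide and 100% = DMSO wells without peroxide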
PDI inh: blocks human protein disulfide isomerase activity; inhibition, % at 10 µM; AID 588391; P07237; PDI insulin aggregation turbidity, A650, 90 min; 350,000 compounds, 0.052% hits;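 active means mean inhibition across replicates of 30% or more, whatever share of single replicates reach that level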;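 further: absorbance from insulin aggregation driven by PDI reduction with DTT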
ABHD5 PLIN5 PPI: blocks binding of human ABHD5 to perilipin-5; Q00G26+Q8WTS1; Split G. princeps luciferase complementation, luminescence, 4 h; inhibition, % at 4 µM; 360,000 compounds, 0.78% hits;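 active means inhibition above the mean inhibition across every tested compound plus 3 SD, cut at about 22% in these data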;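 further: 0% = DMSO only wells and the 100% control is not disclosed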
Target sequence (Q00G26 whole entry, looked up): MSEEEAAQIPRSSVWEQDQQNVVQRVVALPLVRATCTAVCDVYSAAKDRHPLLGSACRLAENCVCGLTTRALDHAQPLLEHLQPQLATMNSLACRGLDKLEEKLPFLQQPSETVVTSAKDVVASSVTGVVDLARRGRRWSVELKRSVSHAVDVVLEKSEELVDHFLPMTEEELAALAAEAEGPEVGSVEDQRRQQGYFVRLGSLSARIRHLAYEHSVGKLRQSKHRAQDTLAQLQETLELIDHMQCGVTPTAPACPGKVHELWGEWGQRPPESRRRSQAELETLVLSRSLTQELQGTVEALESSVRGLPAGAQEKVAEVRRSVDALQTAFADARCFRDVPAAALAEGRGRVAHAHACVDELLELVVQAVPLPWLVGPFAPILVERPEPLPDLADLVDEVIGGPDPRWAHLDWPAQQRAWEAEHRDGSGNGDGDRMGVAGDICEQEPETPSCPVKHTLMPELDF
Target sequence (Q8WTS1 whole entry, looked up): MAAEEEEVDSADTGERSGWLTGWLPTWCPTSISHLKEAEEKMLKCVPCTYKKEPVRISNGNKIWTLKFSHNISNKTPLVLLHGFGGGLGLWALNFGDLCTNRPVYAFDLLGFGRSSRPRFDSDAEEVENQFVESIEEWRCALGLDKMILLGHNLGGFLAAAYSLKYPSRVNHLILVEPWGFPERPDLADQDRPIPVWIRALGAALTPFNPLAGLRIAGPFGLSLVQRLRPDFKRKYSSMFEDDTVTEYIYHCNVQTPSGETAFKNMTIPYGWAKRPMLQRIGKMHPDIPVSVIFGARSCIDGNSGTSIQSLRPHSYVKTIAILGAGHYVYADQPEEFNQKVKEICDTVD
CaV13 ICDI inh: Disruptors of the CACNA1D IQ motif to Ca2+-dependent inactivation inhibitor domain association, primary screening, Förster resonance energy transfer in intact living …; AID 743397; HEK cells, CFP/YFP FRET ICDI-IQ, plate reader, 10 min; percent FRET-ratio fall versus neutral wells; inhibition, % at 12.3 µM; 340,000 compounds, 0.098% hits;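 active means mean replicate inhibition of at least 30% and at least 1% of replicates passing that level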;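 further: 0% = median of the neutral control wells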
MC4R ag barr: agonists of human melanocortin 4 receptor (MC4R) beta-arrestin; 360,000 compounds, 0.98% hits; P32245; activation, % at 8.9 µM; AID 540308; U2OS MC4R beta-arrestin complementation, luminescence; percent of melanotan II response, DMSO zero;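 active means activation above a per-plate cutoff, the mean activation of sample wells on that plate plus 3 SD, cut at about 8% in these data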
Glyco luc inh: blocks N-linked glycosylation in D54 reporter cells | 360,000 compounds, 0.23% hits | reporter increase, % at 12.5 µM | AID 588692 | D54 ERlucT glycosylation luciferase reporter, 24 h; percent of 100 nM tunicamycin response;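 active means mean luciferase reporter signal, scaled so untreated is 0 and the glycosylation-blocking control 100, at or above a set limit in every replicate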;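 further: luciferase carries N-glycosylation sites so blocking glycosylation raises the light; 0% = median of neutral control wells and 100% = median of 100 nM tunicamycin wells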
HTR2A ag: agonists of mouse serotonin 5-HT2A receptor (HTR2A); CHO-K1 mHTR2A beta-arrestin complementation, luminescence; percent of 30 µM serotonin response; activation, % at 7.6 µM; 360,000 compounds, 0.66% hits;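 active means activation above a run cutoff, the mean activation of all tested compounds plus 3 SD, cut at about 14% in these data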;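 further: 0% = plate median of compound wells and 100% = 30 µM serotonin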
MC4R antagonist: blocks human MC4R cAMP signaling | MC4R-expressing cells, MTII-stimulated cAMP, LANCE TR-FRET | 360,000 compounds, 0.48% hits | P32245 | inhibition, % at 6.5 µM;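 active means inhibition above its plate's cutoff, the mean of tested wells on that plate plus 3 SD, cut at about 29% in these data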;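 further: 0% = Melanotan II alone and 100% = Melanotan II plus saturating MCL0020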
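Assay system: U2OS cells stably expressing human melanocortin 4 receptor (MC4R) / Dosing: 6.5 µM / Timing: compound 30 min, challenge 1 h, detection 1 h / Measured by: Eu-cAMP/anti-cAMP TR-FRET, emission 671 nm / Replicates: singlicate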
Granule exo inh: lytic granule exocytosis inhibition; TALL-104 LAMP-1 surface exposure, flow cytometry; cells stimulated with thapsigargin and PMA; inhibition, % at 10 µM; 360,000 compounds, 0.66% hits;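 active means inhibition above about 55%, limit read from the data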
ABCB6 inh 2: blocks the human ABCB6 transporter; Q9NP58; K562-ABCB6 porphyrin accumulation, flow cytometry, 1 h; hits give low values; fluorescence ratio to DMSO, % at 10 µM; 360,000 compounds, 0.19% hits; AID 602162;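 active means fluorescence ratio to DMSO below 75%, the collection mean minus 3 SD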;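 further: signal is porphyrin accumulated inside mitochondria; 100% equals median channel fluorescence of DMSO control wells; lower ratio means ABCB6 inhibition with less porphyrin fluorescence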
* marks the source's active call; other numbers are inactive results; . = not tested or not shown.

Letters: A = Cardio protect; B = PDI inh; C = ABHD5 PLIN5 PPI; D = CaV13 ICDI inh; E = MC4R ag barr; F = Glyco luc inh; G = HTR2A ag; H = MC4R antagonist; I = Granule exo inh; J = ABCB6 inh 2
> COc1cc2c(cc1[N+](=O)[O-])n(C(C)C)c(=O)n2C(C)C
  A: -2; B: 10; C: 0; D: -5; E: -0.3; F: 2; G: 6; H: 0; I: 6; J: 104

> Nc1ccc(N=Nc2ccccc2)cc1[N+](=O)[O-]
  A: -11; B: -2; C: 1; D: -3; E: -1.7; F: -1; G: -5; H: 2; I: -3; J: 94

> Cc1nnc2sc(-c3ccco3)nn12
  A: 3; B: 2; C: 2; D: -3; E: -0.6; F: 0; G: 0; H: -3; I: 0; J: 103

> O=C(c1ccc(Cl)cc1)N1N=C(c2ccccn2)CC1(O)C(F)(F)F (configuration not stated)
  A: 20; B: 5; C: -7; D: -16; E: 2.6; F: -2; G: -1; H: 13; I: 5; J: 96

> COc1ccc(C(=O)NCCc2c[nH]c3ccccc23)cc1
  A: -3; B: 0; C: 3; D: -5; E: -1.5; F: -1; G: -3; H: -4; I: -5; J: 90

> CCOC(=O)CCCNC(=O)COC(=O)c1cccc(C)c1O
  A: 2; B: -2; C: -3; D: -1; E: -1.8; F: 0; G: 0; H: 3; I: 6; J: 89

> COc1ccc(S(=O)(=O)N(C)c2ccc(C(=O)N3CCN(C)CC3)cc2)cc1
  A: 6; B: 26; C: 4; D: -7; E: -3.3; F: 2; G: -8; H: 2; I: -2; J: 98

> COc1ccc(OC)c(NC(=O)Nc2cccnc2)c1
  A: -1; B: -4; C: -3; D: -3; E: -4.1; F: 3; G: -8; H: 13; I: -3; J: 95

> CC(NC(=O)c1ccc2c(c1)OCO2)C1CCCO1 (configuration not stated)
  A: 6; B: 5; C: 2; D: -7; E: -0.3; F: 1; G: 7; H: 2; I: -2; J: 101

> COc1ccc(-c2csc(NC(=O)c3cc(-c4cccs4)nc4ccccc34)n2)c(OC)c1
  A: -2; B: 0; C: -8; D: -3; E: -2.5; F: 1; G: -1; H: 1; I: 1; J: 103

> Cc1cc(S(=O)(=O)Nc2ccc(C(=O)NCCCn3ccnc3)cc2)ccc1F
  A: 0; B: 8; C: 2; D: -7; E: -1.9; F: -1; G: -8; H: -4; I: 13; J: 93

> CC(C)(C)OC(=O)N1CCN(C(=O)c2[nH]cnc2C(=O)N[C@@H](Cc2ccccc2)C(=O)OCc2ccccc2)CC1
  A: -9; B: 8; C: -3; D: 22; E: -0.3; F: -3; G: -2; H: 22; I: 0; J: 94

> OCCN1CCN(c2nc(NCc3ccco3)c3ccccc3n2)CC1
  A: -6; B: 4; C: 3; D: .; E: -1.4; F: 0; G: 0; H: 4; I: 2; J: 101

> CC(C)c1ccc(/C=N/Nc2ccc(C(=O)O)cc2)cc1
  A: -2; B: -1; C: -1; D: -6; E: 1.5; F: -15; G: 2; H: 2; I: -2; J: 97

> COC(=O)C1C2CCC(C2)C1C(=O)OCC(=O)c1ccc(C)cc1 (configuration not stated)
  A: 6; B: -7; C: 3; D: -6; E: 2.9; F: 0; G: -6; H: 10; I: -4; J: 94

> CC(=NC1CCCCC1)C1=C(O)c2ccccc2C1=O
  A: -9; B: 5; C: -10; D: -5; E: -0.2; F: -9; G: 2; H: 1; I: 1; J: 102

> COc1ccccc1N=Nc1nc(-c2ccccc2)c(-c2ccccc2)[nH]1
  A: 10; B: 0; C: 14; D: -23; E: -7.1; F: 7; G: -6; H: 17; I: 3; J: 108

> COc1ccccc1N1CCN(C(=O)c2cn(C)c3ccc(S(=O)(=O)N4CCOCC4)cc3c2=O)CC1
  A: 5; B: 4; C: 7; D: -3; E: -1.6; F: 2; G: 0; H: 3; I: -4; J: 107

> N#Cc1nc(-c2ccccc2F)oc1N1CCN(C(=O)c2ccco2)CC1
  A: 9; B: 3; C: -10; D: -2; E: -4.1; F: 1; G: -2; H: -3; I: 4; J: 96

> CC(=O)c1cccc(NC(=O)C(OC(=O)c2cccc(S(=O)(=O)N(C)c3ccccc3)c2)c2ccccc2)c1 (configuration not stated)
  A: 0; B: 4; C: 6; D: -4; E: -3.5; F: 0; G: -4; H: 15; I: 1; J: 98

> COc1cc2c(cc1NC(=O)COC(=O)Cn1cnc3ccccc31)oc1ccccc12
  A: -6; B: 3; C: 2; D: -2; E: -0.8; F: 2; G: -7; H: 24; I: -1; J: 92

> COc1cccc(CC(=O)Nc2ccc(S(=O)(=O)N3CCOCC3)cc2)c1
  A: 12; B: -4; C: -3; D: -6; E: -1.0; F: -1; G: 6; H: 2; I: 0; J: 110

> CCOC(=O)N1C2=NC(C(=O)OC)=C(C(=O)OC)[C@@H]3N(C)c4ccccc4[C@]23C[C@H]1C(=O)OC
  A: 5; B: 0; C: -9; D: -11; E: 0.1; F: 12; G: 10; H: 1; I: 0; J: 99

> O=C(NC1CC(=O)c2sccc21)c1cccc(C(F)(F)F)c1 (configuration not stated)
  A: -2; B: -7; C: -5; D: 5; E: 4.2; F: 5; G: -1; H: -5; I: -2; J: 88

> CCCn1nnc(NC(=O)c2ccc(-c3ccccc3)cc2)n1
  A: -15; B: -6; C: 0; D: -10; E: -0.4; F: -3; G: -4; H: 9; I: -4; J: 93

Entries shown so far containing sulfur (8):
Letters: A = Cardio protect; B = PDI inh; C = ABHD5 PLIN5 PPI; D = CaV13 ICDI inh; E = MC4R ag barr; F = Glyco luc inh; G = HTR2A ag; H = MC4R antagonist; I = Granule exo inh; J = ABCB6 inh 2
> Cc1nnc2sc(-c3ccco3)nn12
  A: 3; B: 2; C: 2; D: -3; E: -0.6; F: 0; G: 0; H: -3; I: 0; J: 103

> COc1ccc(S(=O)(=O)N(C)c2ccc(C(=O)N3CCN(C)CC3)cc2)cc1
  A: 6; B: 26; C: 4; D: -7; E: -3.3; F: 2; G: -8; H: 2; I: -2; J: 98

> COc1ccc(-c2csc(NC(=O)c3cc(-c4cccs4)nc4ccccc34)n2)c(OC)c1
  A: -2; B: 0; C: -8; D: -3; E: -2.5; F: 1; G: -1; H: 1; I: 1; J: 103

> Cc1cc(S(=O)(=O)Nc2ccc(C(=O)NCCCn3ccnc3)cc2)ccc1F
  A: 0; B: 8; C: 2; D: -7; E: -1.9; F: -1; G: -8; H: -4; I: 13; J: 93

> COc1ccccc1N1CCN(C(=O)c2cn(C)c3ccc(S(=O)(=O)N4CCOCC4)cc3c2=O)CC1
  A: 5; B: 4; C: 7; D: -3; E: -1.6; F: 2; G: 0; H: 3; I: -4; J: 107

> CC(=O)c1cccc(NC(=O)C(OC(=O)c2cccc(S(=O)(=O)N(C)c3ccccc3)c2)c2ccccc2)c1 (configuration not stated)
  A: 0; B: 4; C: 6; D: -4; E: -3.5; F: 0; G: -4; H: 15; I: 1; J: 98

> COc1cccc(CC(=O)Nc2ccc(S(=O)(=O)N3CCOCC3)cc2)c1
  A: 12; B: -4; C: -3; D: -6; E: -1.0; F: -1; G: 6; H: 2; I: 0; J: 110

> O=C(NC1CC(=O)c2sccc21)c1cccc(C(F)(F)F)c1 (configuration not stated)
  A: -2; B: -7; C: -5; D: 5; E: 4.2; F: 5; G: -1; H: -5; I: -2; J: 88

High-throughput results deposited in PubChem by several laboratories.
